Cycloheximide cs = affects cycloheximide protein synthesis inhibition readout, counter-screen; cell reporter, cycloheximide protein synthesis inhibition counterscreen; max response, %; 300,000 tested, 12% active; in the data active means max response mostly above about 13%, no sharp cut-off; inactive means mostly below about 14%; further: read at 38.3 µM for the half of the compounds with a filed dose; 0% is about no effect
Shiga inhibitor = blocks Shiga toxin action in Vero cells; inhibition, % at 38.7 µM; 290,000 tested, 9.2% active; AID 2315; Vero cells, Shiga toxin protein synthesis inhibition reporter; in the data active means inhibition mostly above about 28%, no sharp cut-off; inactive means mostly below about 43%; further: 0% is about no effect
AmpC detergent = blocks E. coli AmpC beta-lactamase in detergent assay. AmpC hydrolysis of nitrocefin, absorbance 480 nm, 0.01% Triton. Potency, µM (top dose mostly 114 µM), for the others: top-dose activity change, negative = inhibition, usual class: inhibitors. 370,000 tested, 0.041% active. AID 485294;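 further: potency means the concentration at half of the fitted maximal effect; 0% = no-compound wells and -100% = no-enzyme wells; nearly all actives have a fitted effect of over 25% in size; some results filed as inactive show a strong effect at the top dose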
Target sequence (P00811 whole entry, looked up): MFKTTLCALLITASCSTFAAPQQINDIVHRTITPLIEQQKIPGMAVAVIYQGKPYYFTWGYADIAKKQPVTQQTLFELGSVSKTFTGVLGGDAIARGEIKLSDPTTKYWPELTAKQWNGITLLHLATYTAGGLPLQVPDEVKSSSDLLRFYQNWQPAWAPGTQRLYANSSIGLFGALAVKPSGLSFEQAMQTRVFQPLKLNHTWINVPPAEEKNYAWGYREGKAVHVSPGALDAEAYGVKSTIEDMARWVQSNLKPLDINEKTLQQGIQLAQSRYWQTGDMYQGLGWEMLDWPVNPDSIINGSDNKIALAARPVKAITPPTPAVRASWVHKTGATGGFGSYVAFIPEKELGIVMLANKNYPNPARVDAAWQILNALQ
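AmpC (5.3 nM in the dispensed reagent) in 20 mM phosphate pH 7.0 with 0.01% (detergent screen) or 0.0001% Triton X-100 was preincubated with compounds for 15 min at room temperature. Nitrocefin was then added from an 800 uM solution, and hydrolysis was followed at 480 nm.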
AMA1-RON2 inh = disrupts binding of P. falciparum AMA1 to RON2; AlphaScreen AMA1-biotinylated RON2 peptide binding; AID 720542; 360,000 tested, 0.2% active; Potency, µM (doses to about 58.2 µM), without a hit: at the top dose activity change, negative = inhibition, actives largely listed as inhibitors;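 further: potency means the concentration at half of the fitted maximal effect; 0% = vehicle wells and -100% = peptide control; nearly all actives have a fitted effect of over 45% in size; some results filed as inactive show a strong effect at the top dose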
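AMA1 (3D7) with his tag at 25 nM final met compounds first, then biotinylated RON2 peptide at 25 nM; detection used donor plus acceptor beads, 10 µg/mL apiece, read by AlphaScreen after 30 min at room temperature.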
HCMV antiviral = blocks human cytomegalovirus replication; HFF cells, HCMV-luciferase reporter, 72 h; hits give low values; activity change, negative = inhibition, % at 57.5 µM; 410,000 tested, 4.5% active; AID 1259415; in the data active means activity change below about -60%; inconclusive means no clear call, values can overlap the other calls; inactive means above about -39%; further: on the % scale 0 is the no-effect control and ±100 the full control effect
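Steps: HFFs plated, 16 h 37C; compounds added; HCMV-luciferase added to MOI 1 PFU/cell; 72 h 37C; OneGlo reagent, 5 min room temperature; luminescence read, normalized to controls.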
AmpC no deterg = blocks E. coli AmpC beta-lactamase in detergent-free assay; P00811; AmpC nitrocefin hydrolysis, absorbance 480 nm, 0.0001% Triton; Potency, µM (top dose mostly 57.1 µM), without a hit: at the top dose activity change, negative = inhibition, most hits filed as inhibitors; 330,000 tested, 0.52% active;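 further: potency means the concentration at half of the fitted maximal effect; plate controls were no compound for no effect and no enzyme for full effect; nearly all actives have a fitted effect of over 20% in size; some results filed as inactive show a strong effect at the top dose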
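20 mM phosphate pH 7.0 + 0.01% (detergent screen) or 0.0001% Triton X-100; 5.3 nM AmpC reagent; cpd preinc 15 min RT; nitrocefin (800 uM stock) to start; A480 q20 s × 4 min; Activity was normalised to no-enzyme and no-compound control wells.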
FBPA Giardia inh = Giardia lamblia aldolase inhibition. A8B2U2. 290,000 tested, 0.71% active. Potency, µM (top dose mostly 59.6 µM), inactives show top-dose activity, negative = inhibition, hits mostly inhibitors. AID 2451. purified Giardia FBPA; further: potency means the concentration at half of the fitted maximal effect; on the % scale 0 is the no-effect control and ±100 the full control effect; nearly all actives have a fitted effect of over 55% in size
Target sequence (A8B2U2 whole entry, looked up): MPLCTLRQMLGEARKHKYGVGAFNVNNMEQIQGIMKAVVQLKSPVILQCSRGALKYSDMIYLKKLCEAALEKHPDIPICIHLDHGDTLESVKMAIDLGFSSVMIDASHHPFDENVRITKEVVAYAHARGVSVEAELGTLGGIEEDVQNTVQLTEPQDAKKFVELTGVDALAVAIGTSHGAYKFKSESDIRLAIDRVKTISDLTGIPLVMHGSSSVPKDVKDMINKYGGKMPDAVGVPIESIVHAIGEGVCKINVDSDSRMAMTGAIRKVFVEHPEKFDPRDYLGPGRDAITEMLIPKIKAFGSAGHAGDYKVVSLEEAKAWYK
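40 nM FBPA preincubated 10 min at RT with compound (up to 57.5 uM final), then substrate plus GAPDH/TPI/NAD/arsenate coupling and diaphorase/resazurin added. Fluorescence read after 20 min at RT, 525/598 nm.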
The depositor's hits bear a star; [ ] = dose if it differs, or a comment. Unless noted, the call rests on the fitted dose curve; in most records, active means well fitted curve in the direction sought with a large enough effect; inconclusive means small, poorly fitted or top-dose-only effect, or another doubt; inactive means no such curve, though single readings can be large; an effect the other way counts as inactive or inconclusive.

How did CC(NC(=O)c1ccc(S(=O)(=O)Nc2ccccc2Cl)cc1)c1ccncc1 (stereo unspecified) do in these assays?
AMA1-RON2 inh: -2%; HCMV antiviral: -25; AmpC no deterg: -21%

How did CC(C)N1CCN(Cc2ccc(Sc3nncn3C)o2)CC1CCO (stereo unspecified) do in these assays?
Cycloheximide cs: -2; Shiga inhibitor: -5; AmpC detergent: 2%; AMA1-RON2 inh: 8%; HCMV antiviral: -29; AmpC no deterg: -18%; FBPA Giardia inh: 2%

What do the screens show for `O=C1NC2(CCCC2)N=C1c1ccc(Cl)cc1`?
Cycloheximide cs: -3; Shiga inhibitor: 30; AmpC detergent: inconclusive; AMA1-RON2 inh: -6%; HCMV antiviral: 57; AmpC no deterg: -8%; FBPA Giardia inh: -1%

What do the screens show for `COc1ccc(CNC(=O)C2CCN(S(=O)(=O)c3cccnc3)CC2)cc1`?
Cycloheximide cs: 7; Shiga inhibitor: -3; AmpC detergent: -5%; AMA1-RON2 inh: 2%; HCMV antiviral: -2; AmpC no deterg: 15%

Results for CSc1ccc(CNC(C)C(O)c2ccccc2)cc1 (stereo unspecified) ?
Cycloheximide cs: 13; Shiga inhibitor: -1; AmpC detergent: 3%; AMA1-RON2 inh: 0%; HCMV antiviral: -4; AmpC no deterg: -14%; FBPA Giardia inh: 0%

How did O=C(COc1ccc2ccccc2c1Br)NNC(=O)Nc1ccccc1 do in these assays?
Cycloheximide cs: -5; Shiga inhibitor: 11; AmpC detergent: -1%; AMA1-RON2 inh: 48%[activator]; HCMV antiviral: -5; AmpC no deterg: -51%; FBPA Giardia inh: 1%

What do the screens show for `CCOC(=O)COc1ccc(C(=O)NC2CCCCC2)cc1`?
Cycloheximide cs: 6; Shiga inhibitor: 17; AmpC detergent: 10%; AMA1-RON2 inh: -2%; HCMV antiviral: 30; AmpC no deterg: 2%; FBPA Giardia inh: 0%

Results for NS(=O)(=O)c1ccc(CCNC(=O)CCCn2ncn3c(cc4occc43)c2=O)cc1 ?
Cycloheximide cs: -2; Shiga inhibitor: -4; AmpC detergent: -1%; AMA1-RON2 inh: 0%; HCMV antiviral: -33; AmpC no deterg: -9%; FBPA Giardia inh: 16%

What do the screens show for `COc1cc2c(cc1OC)C(c1ccccc1)N(C(=O)C(C)(C)C)CC2` (stereo unspecified)?
Cycloheximide cs: 1; Shiga inhibitor: -7; AmpC detergent: -4%; AMA1-RON2 inh: 6%; HCMV antiviral: inconclusive; AmpC no deterg: 1%; FBPA Giardia inh: 0%

Results for NC(=O)c1ccc(Cc2ncc(C(F)(F)F)cc2Cl)s1 ?
Cycloheximide cs: -1; Shiga inhibitor: 6; AmpC detergent: -4%; AMA1-RON2 inh: -4%; HCMV antiviral: -11; AmpC no deterg: -4%; FBPA Giardia inh: 2%

How did Cc1ccc(C2CC(=O)Nc3cc4c(cc32)OCO4)o1 (stereo unspecified) do in these assays?
Cycloheximide cs: -3; Shiga inhibitor: -5; AmpC detergent: inconclusive; AMA1-RON2 inh: -15%; HCMV antiviral: -26; AmpC no deterg: -18%; FBPA Giardia inh: -5%

Results for CC(C(=O)Nc1ccc2c(c1)OCO2)N1CCN(C)CC1 (stereo unspecified) ?
Cycloheximide cs: 0; Shiga inhibitor: -15; AmpC detergent: 1%; AMA1-RON2 inh: 24%; HCMV antiviral: 0; AmpC no deterg: -2%; FBPA Giardia inh: inconclusive

How did COC(=O)c1cc(S(=O)(=O)N2CCN(c3ccc(C(C)=O)cc3)CC2)cn1C do in these assays?
Cycloheximide cs: 14; Shiga inhibitor: 32; AmpC detergent: -6%; AMA1-RON2 inh: -6%; HCMV antiviral: -23; AmpC no deterg: 27%

Results for O=c1oc2ccccc2cc1-c1nc2ccccc2o1 ?
Cycloheximide cs: 38*; Shiga inhibitor: 71*; AmpC detergent: -2%; AMA1-RON2 inh: 41%[activator]; HCMV antiviral: 202; AmpC no deterg: -20%

What do the screens show for `Cc1ccc2c(c1)nnn2C1CCN(C(=O)c2cccs2)CC1`?
Cycloheximide cs: -2; Shiga inhibitor: -7; AmpC detergent: -5%; AMA1-RON2 inh: inconclusive; HCMV antiviral: 31; AmpC no deterg: -13%; FBPA Giardia inh: 2%

How did Cc1sc2ncnc(N(C)Cc3ccco3)c2c1C do in these assays?
Cycloheximide cs: -3; Shiga inhibitor: -4; AmpC detergent: 0%; AMA1-RON2 inh: -3%; HCMV antiviral: -71*; AmpC no deterg: 2%; FBPA Giardia inh: 1%

What do the screens show for `C=CCNc1nc(C(=O)OCC(=O)N(Cc2ccccc2)C(C)C)cs1`?
AmpC detergent: 2%; AMA1-RON2 inh: -7%; HCMV antiviral: 2; AmpC no deterg: -4%

What do the screens show for `COC(=O)c1ccc(NC(=O)Cn2nc(SC)n(N)c2=S)cc1`?
Cycloheximide cs: 9; Shiga inhibitor: -8; AmpC detergent: -11%; AMA1-RON2 inh: -3%; HCMV antiviral: 20; AmpC no deterg: -22%; FBPA Giardia inh: 0%

What do the screens show for `CCOC(=O)C(Cc1ccccc1)C(=O)Nc1ccc(NC(=O)C(Cc2ccccc2)C(=O)OCC)cc1` (stereo unspecified)?
Cycloheximide cs: 6; Shiga inhibitor: 5; AmpC detergent: -15%; AMA1-RON2 inh: 5%; HCMV antiviral: 5; AmpC no deterg: -9%; FBPA Giardia inh: -3%

Results for COCCOC(=O)c1c(C)oc2ccc(NS(=O)(=O)c3ccc(C)cc3)cc12 ?
Cycloheximide cs: -2; Shiga inhibitor: -6; AmpC detergent: 0%; AMA1-RON2 inh: -2%; HCMV antiviral: -6; AmpC no deterg: -12%; FBPA Giardia inh: -5%

The list goes on, overlapping the part above by 3 compounds.
What do the screens show for `COC(=O)c1ccc(NC(=O)Cn2nc(SC)n(N)c2=S)cc1`?
Cycloheximide cs: 9; Shiga inhibitor: -8; AmpC detergent: -11%; AMA1-RON2 inh: -3%; HCMV antiviral: 20; AmpC no deterg: -22%; FBPA Giardia inh: 0%

What do the screens show for `CCOC(=O)C(Cc1ccccc1)C(=O)Nc1ccc(NC(=O)C(Cc2ccccc2)C(=O)OCC)cc1` (stereo unspecified)?
Cycloheximide cs: 6; Shiga inhibitor: 5; AmpC detergent: -15%; AMA1-RON2 inh: 5%; HCMV antiviral: 5; AmpC no deterg: -9%; FBPA Giardia inh: -3%

Results for COCCOC(=O)c1c(C)oc2ccc(NS(=O)(=O)c3ccc(C)cc3)cc12 ?
Cycloheximide cs: -2; Shiga inhibitor: -6; AmpC detergent: 0%; AMA1-RON2 inh: -2%; HCMV antiviral: -6; AmpC no deterg: -12%; FBPA Giardia inh: -5%

Results for CCN(CC)C(=O)CCn1nc(-c2ccc(C)cc2)c2ccccc2c1=O ?
Cycloheximide cs: 1; Shiga inhibitor: -3; AmpC detergent: 3%; AMA1-RON2 inh: -12%; AmpC no deterg: 74%[activator]; FBPA Giardia inh: 5%

How did Cc1ccccc1CN1CCN(Cc2cc(=O)c3ccccc3[nH]2)CC1CCO (stereo unspecified) do in these assays?
Cycloheximide cs: -2; Shiga inhibitor: -19; AmpC detergent: -11%; AMA1-RON2 inh: 0%; HCMV antiviral: 19; AmpC no deterg: 11%; FBPA Giardia inh: 6%

How did CCOc1ccc(OCC(=O)OCC(=O)Nc2ccccc2C#N)cc1 do in these assays?
AmpC detergent: inconclusive; AMA1-RON2 inh: 3%; HCMV antiviral: 23; AmpC no deterg: -20%

What do the screens show for `C=CCn1cnc2c(c1=O)c1nc3ccccc3nc1n2/N=C/c1cc(OC)c(OC)c(OC)c1`?
Cycloheximide cs: -1; Shiga inhibitor: -21; AmpC detergent: -10%; AMA1-RON2 inh: -8%; HCMV antiviral: -14; AmpC no deterg: -5%; FBPA Giardia inh: 0%

How did O=c1[nH]c(=S)n(C2CC2)c(O)c1C=NCCc1ccccc1 do in these assays?
Cycloheximide cs: 0; Shiga inhibitor: -11; AmpC detergent: -5%; AMA1-RON2 inh: 19%; HCMV antiviral: -31; AmpC no deterg: 1%; FBPA Giardia inh: 2%

Results for O=C(O)c1ccc(N2CCN(Cc3ccc4c(c3)OCO4)CC2)c([N+](=O)[O-])c1 ?
Cycloheximide cs: -3; Shiga inhibitor: -11; AmpC detergent: -4%; AMA1-RON2 inh: -12%; HCMV antiviral: -11; AmpC no deterg: -21%; FBPA Giardia inh: -18%

How did COc1ccccc1-n1c(SCC(=O)NCC2CCCO2)nc2c([nH]c3ccccc32)c1=O (stereo unspecified) do in these assays?
Cycloheximide cs: 2; Shiga inhibitor: 12; AmpC detergent: -1%; AMA1-RON2 inh: -6%; HCMV antiviral: 26; AmpC no deterg: 19%

Results for CN(C(=O)COC(=O)c1cncc(Br)c1)C1CCCCC1 ?
AMA1-RON2 inh: 1%; HCMV antiviral: 30; AmpC no deterg: -11%

Results for CCOC(=O)N1CCC(NC(=O)CC2C(=O)NCCN2Cc2ccccc2F)CC1 (stereo unspecified) ?
Cycloheximide cs: -3; Shiga inhibitor: -3; AmpC detergent: 2%; AMA1-RON2 inh: 1%; HCMV antiviral: -3; AmpC no deterg: -4%

What do the screens show for `Cc1ccnc(N/C=C(/NC(=O)c2ccccc2)C(=O)NN)n1`?
Cycloheximide cs: 8; Shiga inhibitor: -7; AmpC detergent: 5%; AMA1-RON2 inh: 111%[activator]; HCMV antiviral: -82*; AmpC no deterg: -45%; FBPA Giardia inh: -2%

What do the screens show for `C=CCc1cccc(CNc2nc3ccccc3n2CC)c1O`?
Cycloheximide cs: -1; Shiga inhibitor: -9; AmpC detergent: -9%; AMA1-RON2 inh: -14%; HCMV antiviral: -20; AmpC no deterg: -12%; FBPA Giardia inh: -6%

Results for Cc1cc(=O)[nH]c(SCc2csc(-c3ccccc3)n2)n1 ?
Cycloheximide cs: 20*; Shiga inhibitor: 24; AmpC detergent: inconclusive; AMA1-RON2 inh: 12%; HCMV antiviral: 59; AmpC no deterg: -5%; FBPA Giardia inh: 3%

How did Cc1c2cnn(CC(=O)Nc3c(F)c(F)cc(F)c3F)c(=O)c2c(C)n1Cc1ccc(F)cc1 do in these assays?
Cycloheximide cs: -1; Shiga inhibitor: 1; AmpC detergent: -10%; HCMV antiviral: 20; AmpC no deterg: -39%; FBPA Giardia inh: 0%

How did CC(=O)c1cc(C)ccc1OC(=O)CN1C(=O)c2ccccc2C1=O do in these assays?
Cycloheximide cs: 0; Shiga inhibitor: 11; AmpC detergent: -18%; AMA1-RON2 inh: 2%; HCMV antiviral: 26; AmpC no deterg: 6%; FBPA Giardia inh: -8%

How did CCS(=O)(=O)N1CCC(C(=O)NC2CCCCC2)CC1 do in these assays?
Cycloheximide cs: 1; Shiga inhibitor: -4; AmpC detergent: inconclusive; AMA1-RON2 inh: -5%; HCMV antiviral: inconclusive; AmpC no deterg: -19%; FBPA Giardia inh: 0%

What do the screens show for `CC(C)c1ccccc1OCC(=O)NC1CCCc2ccccc21` (stereo unspecified)?
Cycloheximide cs: 7; Shiga inhibitor: 11; AmpC detergent: 6%; AMA1-RON2 inh: -10%; HCMV antiviral: 13; AmpC no deterg: -2%; FBPA Giardia inh: -2%
